NR3A LBD binder – NR3A (human) ligand-binding domain modulation | NR3A LBD differential scanning fluorimetry, Tm shift; 0% = protein alone, 100% = glycine-bound protein | Tm shift relative to glycine control, % at 25 µM | 340,000 compounds, 2.5% hits | AID 1259313;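 active = melting temperature shift of at least 10% of the positive control shift, at one fixed dose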
CXCR6 block – blocks human CXCR6 beta-arrestin recruitment. CHO-K1 PathHunter CXCR6 beta-arrestin, luminescence. inhibition, % at 20 µM. 360,000 compounds, 0.36% hits; in the data active = inhibition above about 34%, passing the limit was not always enough;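 also: antagonist mode with CXCL16 agonist at 10 nM final; 0% = 10 nM CXCL16 with DMSO and 100% = unstimulated wells without agonist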
CCR6 antag – blocks CCL20-driven beta-arrestin recruitment at human CCR6. P51684. CHO-K1 CCR6 PathHunter beta-arrestin, luminescence, CCL20-stimulated. inhibition, % at 20 µM. 340,000 compounds, 0.49% hits. AID 493098;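 active = compounds whose inhibition of the agonist-driven luminescence signal at 20 µM reaches about 50%, limit read from the data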;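 also: cells stimulated with CCL20 at 14 nM final; plate controls were DMSO with CCL20 for no effect and DMSO without agonist for full effect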
Target sequence (P51684 whole entry, looked up): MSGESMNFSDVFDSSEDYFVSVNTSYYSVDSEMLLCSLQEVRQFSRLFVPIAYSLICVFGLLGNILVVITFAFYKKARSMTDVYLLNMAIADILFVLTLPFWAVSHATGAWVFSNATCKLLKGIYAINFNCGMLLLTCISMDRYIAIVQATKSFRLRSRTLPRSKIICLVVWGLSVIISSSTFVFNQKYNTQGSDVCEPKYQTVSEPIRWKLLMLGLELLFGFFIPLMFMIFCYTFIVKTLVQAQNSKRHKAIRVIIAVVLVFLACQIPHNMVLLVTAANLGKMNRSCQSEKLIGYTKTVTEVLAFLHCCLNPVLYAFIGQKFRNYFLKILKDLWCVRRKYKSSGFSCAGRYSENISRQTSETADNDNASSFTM
APOBEC3G inh – inhibitors of human APOBEC3G DNA deaminase; Q9HC16; recombinant A3G, ssDNA deamination FAM/TAMRA fluorescence; inhibition, % at 20 µM; 330,000 compounds, 0.28% hits;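 active = inhibition of at least 40% at 20 µM, with no more than 30% in the related APOBEC3A deaminase screen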;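 also: plate controls were DMSO wells with A3G for no effect and wells lacking A3G enzyme for full effect; some compounds called inactive have numbers as strong as hits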
Target sequence (Q9HC16 whole entry, looked up): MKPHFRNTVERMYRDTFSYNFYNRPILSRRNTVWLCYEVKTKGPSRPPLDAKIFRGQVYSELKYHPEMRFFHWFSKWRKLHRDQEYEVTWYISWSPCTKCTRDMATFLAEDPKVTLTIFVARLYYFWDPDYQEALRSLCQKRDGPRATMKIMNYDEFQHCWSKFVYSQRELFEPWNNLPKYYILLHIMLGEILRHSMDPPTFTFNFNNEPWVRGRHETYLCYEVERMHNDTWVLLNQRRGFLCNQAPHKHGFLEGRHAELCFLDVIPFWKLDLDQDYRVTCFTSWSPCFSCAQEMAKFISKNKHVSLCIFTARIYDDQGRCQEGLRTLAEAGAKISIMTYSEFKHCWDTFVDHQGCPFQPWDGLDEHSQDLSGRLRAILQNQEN
A3A deaminase – inhibitors of human APOBEC3A DNA deaminase | P31941 | recombinant A3A, FAM/TAMRA ssDNA deamination fluorescence | inhibition, % at 20 µM | 330,000 compounds, 0.41% hits | AID 493011;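 active = at least 40% inhibition at 20 µM here, with at most 30% in a related deaminase screen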;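 also: plate controls were A3A with DMSO for no effect and wells lacking A3A enzyme for full effect; some results filed as inactive read as strong as hits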
Target sequence (P31941 whole entry, looked up): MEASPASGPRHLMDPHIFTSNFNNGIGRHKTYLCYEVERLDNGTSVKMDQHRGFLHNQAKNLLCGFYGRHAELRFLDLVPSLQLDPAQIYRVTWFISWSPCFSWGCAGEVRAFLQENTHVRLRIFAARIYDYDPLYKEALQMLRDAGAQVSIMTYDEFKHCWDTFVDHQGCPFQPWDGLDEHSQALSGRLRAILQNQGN
EBI2 antag – blocks human EBI2 receptor beta-arrestin signaling | P32249 | EBI2 beta-arrestin recruitment, luminescence, 7a,25-OHC stimulated | inhibition, % at 5 µM | 360,000 compounds, 0.81% hits; in the data active = inhibition above about 38%;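 also: enzyme fragment complementation signal reports receptor beta-arrestin coupling in cells; 0% = agonist plus DMSO wells and 100% = wells without agonist; some results beyond the cut were filed as inactive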
Gli-Sufu block – blocks Gli-Sufu signaling in a luciferase reporter | Sufu-KO-LIGHT fibroblasts, Gli luciferase reporter luminescence | inhibition, % at 5 µM | 340,000 compounds, 0.74% hits;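 active = inhibition above about 55%, limit read from the data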;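 also: 0% = DMSO-treated cells and 100% = wells with medium but no cells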
MPTP inh – permeability transition pore inhibition; isolated mouse mitochondria, Ca2+ swelling absorbance, 30 min; inhibition, % at 10 µM; 360,000 compounds, 1.4% hits;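 active = inhibition of 50% or more, scaled per plate between neutral and stimulator controls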;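 also: 0% = DMSO wells given calcium and 100% = 1 mM EGTA wells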
* marks the source's active call; other numbers are inactive results; . = no result given. The order is random (roughly 5.8% active in at least one column).

nr	mol	NR3A LBD binder	EBI2 antag	APOBEC3G inh	CXCR6 block	MPTP inh	A3A deaminase	CCR6 antag	Gli-Sufu block
1	COc1cccc(NS(=O)(=O)c2nc3nc(C)cc(C)n3n2)c1	0	-10	4	-2	-1.3	-1	4	-9
2	Cc1ccc(C)c(OCC(=O)Nc2ccc(C(=O)O)cc2NC(=O)COc2cc(C)ccc2C)c1	-18	-6	-4	4	3.2	-5	7	-20
3	COc1ccc(CNC(=O)CSc2nc3nc(C)cc(C)n3n2)cc1	0	0	-4	0	2.6	0	3	-3
4	COc1ccc(OC)c(NS(=O)(=O)c2ccc(SC)cc2)c1	1	-2	-2	0	2.1	-10	-7	-3
5	COc1ccccc1CNC(=O)c1ccc2c(c1)OCO2	1	-5	-4	7	0.5	1	11	7
6	CN1CCN(C(=O)CCN2C(=O)/C(=C/c3ccc(F)cc3)SC2=S)CC1	-2	-4	-3	3	-0.5	-6	11	5
7	Cc1cc(C)n2nc(SCC3COc4ccccc4O3)nc2n1 (centres undefined)	-3	-10	3	1	1.8	5	-4	99*
8	Cc1cc(C)cc(-n2ccn(CC(=O)NCCc3ccccc3)c(=O)c2=O)c1	-1	-5	-8	4	-0.8	-3	10	54
9	COc1cccc(Nc2nc(C)nc3c2oc2ccccc23)c1	-10	9	-6	0	-0.9	1	-5	-23
10	CC(=O)Nc1ccc(C23CC4CC(CC(C4)C2)C3)cc1	-6	4	-2	-11	0.9	-3	0	-2
11	CCN(CC(=O)Nc1ccccc1C(F)(F)F)C(=O)c1ccccc1Cc1ccccc1	2	0	-9	0	-1.4	0	19	-6
12	O=S(=O)(NCC1CCCO1)c1ccc(S(=O)(=O)N(Cc2ccccc2F)C2CCCCC2)cc1 (centres undefined)	-6	3	-1	14	3.4	1	20	6
13	Cc1ccc(-n2ncc(C(=O)Nc3cc(Cl)cc(Cl)c3)c2C2CCNCC2)cc1C	-1	31	.	-8	2.2	.	-1	36
14	CCOC(=O)C1CCCN(C(=O)c2cc(-c3ccncc3)nc3ccccc23)C1 (centres undefined)	3	-3	-5	0	-3.7	-3	5	-2
15	CCOc1c2ccc(C(=O)NCc3ccc(C(F)(F)F)cc3C(F)(F)F)cc2nn1C	-8	-72	-11	7	0.4	-5	-1	3
16	CSc1cccc(NC(=S)NN(C)C)c1	1	-7	0	-2	1.7	1	12	6
17	COc1cc(C(c2c(C)[nH][nH]c2=O)c2c(C)[nH][nH]c2=O)ccc1OC(C)C	0	-15	-9	-4	-0.5	-6	-4	6
18	CCC(C)[C@H](NC(=O)[C@@H]1CSC2c3ccccc3C(=O)N21)C(=O)NC1CCCC1 (some centres undefined)	0	-5	-5	-1	-1.8	-5	3	-5
19	O=C(c1ccc2c(c1)OCCO2)N1CCN(Cc2c(F)cccc2Cl)CC1	-5	0	-6	1	-1.1	-6	-5	-3
20	Cc1cc(C)c(S(=O)(=O)c2ccccc2C)c(Cl)n1	-2	6	0	6	-0.5	1	-5	-1
21	O=C(Nc1ccc(Cl)cc1-c1nc2ccccc2s1)c1ccco1	1	8	-3	-4	2.3	-2	2	3
22	CN1CCN(CCCCOc2ccc(F)cc2)CC1	-2	-7	4	4	-1.5	5	18	6
23	Cn1c(SCc2cccc(Br)c2)nnc1-c1ccccn1	0	0	-5	4	3.7	-1	5	-6
24	Cc1cc(Cl)ccc1NC(=O)C(=O)N/N=C/c1ccc2c(c1)OCO2	-1	5	-13	-1	1.7	-2	8	-11
25	CCOc1ccc(CCNC(=O)Cn2ncn3nc(-c4ccc(OC)cc4)cc3c2=O)cc1OCC	0	0	-3	-8	-2.6	-3	3	-11
26	CN(C)c1ccc(NC(=O)CSc2nc(N)c(C(=O)Nc3ccc(N(C)C)cc3)s2)cc1	6	23	-8	-3	2.4	-11	13	-1
27	COc1ccc(CN(C)C(=S)Nc2ccc(Cl)cc2Cl)cc1	-18	6	12	-3	-1.2	11	9	0
28	Cc1cc(C)c(C)c(S(=O)(=O)Nc2ccc(C(N)=O)cc2)c1C	0	-1	-9	2	0.2	-5	-12	2
29	COc1ccc(/C=C/C(=O)Oc2ccc(/C=N/NC(=O)COc3c(C)cccc3C)cc2)cc1	.	13	-3	-5	-1.6	1	.	.
30	O=c1c2c3c(sc2nc(NCCO)n1Cc1ccco1)CCCCC3	-9	11	-6	-4	3.7	-3	6	-32
31	Cc1[nH]c2ccccc2c1C(=O)CSc1nncn1C	0	-11	0	-10	-1.0	1	-17	2
32	COc1ccc(N2CCN(S(=O)(=O)c3cc4c(cc3C)NC(=O)CO4)CC2)cc1	-2	5	-6	6	-0.4	-6	0	1
33	c1csc(-c2nc3ccccc3[nH]2)c1	-8	-5	0	-5	-1.3	-2	-7	8
34	Cc1cc(Br)cc(C)c1NC(=O)c1ccc(C#N)cc1F	1	-3	-7	-5	0.5	-1	2	-3
35	Cc1ccccc1Oc1nc2ccccn2c(=O)c1/C=C(\C#N)C(=O)Nc1c(C)n(C)n(-c2ccccc2)c1=O	-5	31	-6	1	0.4	-1	2	2
36	CCC(C)(C)c1nnc(NC(=O)c2cccc([N+](=O)[O-])c2)s1	-2	-10	0	-1	-2.3	1	2	-13
37	O=C(C(=O)N1CCOCC1)c1cn(CCOc2ccccc2)c2ccccc12	0	0	-3	1	-1.5	4	7	-19
38	CCC(=O)Nc1nnc(SCC(=O)c2ccc3c(c2)Cc2ccccc2-3)s1	11*	3	-10	-4	4.5	-2	-5	-4
39	O=C(O)CSc1nnc(-c2ccccc2)c(-c2ccccc2)n1	0	3	-4	2	0.0	-3	7	5
40	CC(OC(=O)C1CCCC1)C(=O)Nc1ncc(Cl)cc1Cl (centres undefined)	0	5	-11	0	-0.2	-4	9	-8
41	CCCc1cnc(N2CCN(C(=O)c3ccccc3)CC2)nc1	1	-1	-3	0	0.7	0	13	-4
42	CC(=O)Nc1ccc(NC(=O)c2ccc(-n3c(C)ccc3C)cc2)cc1	0	-5	-1	1	-2.3	7	-4	0
43	Cc1cccc2sc(N(CCCN(C)C)C(=O)c3ccco3)nc12	0	-12	-6	1	-0.4	-6	5	7
44	COCCCN1C(=O)N(c2ccc(F)cc2)C(=O)C1CC(=O)Nc1ccc(OC)cc1 (centres undefined)	1	1	-2	1	2.3	-1	-6	0
45	COc1ccc(C(=O)CSc2nnc(CCc3ccccc3)n2-c2ccccc2)cc1	3	17	-3	12	8.1	-3	34	-2
46	CCn1c(SCC(=O)NCc2ccco2)nnc1-c1cccs1	6	-3	-4	-1	0.9	4	7	4
47	O=C1OCc2ccc([N+](=O)[O-])cc21	0	-8	.	-6	0.1	.	-3	0
48	O=C(NC1CCCC1)C1CC(c2ccc(F)cc2)=NO1 (centres undefined)	-4	0	-6	-3	-1.7	-2	2	-11
49	CC(C)Cc1cc(C(=O)Nc2ccc3c(c2)OCO3)no1	-2	0	-1	1	0.1	-3	5	-22
50	CN(C)S(=O)(=O)c1ccc(C(=O)NCC(=O)N/N=C/c2ccccc2)cc1	-1	12	6	-1	0.0	0	9	4
51	CCOC(=O)C1CCCN(c2ncnc3c2cnn3-c2ccc(OC)cc2)C1 (centres undefined)	-1	10	2	6	1.7	-1	-13	-9
52	CCn1cc(-c2ccnc3cc(C(=O)O)nn23)c(C)n1	0	9	-2	3	-2.0	-1	8	1
53	CCc1ccc2oc(-c3cc(N)ccc3Cl)nc2c1	-3	2	-3	1	1.5	-2	20	-9
54	COc1cc([N+](=O)[O-])ccc1NC(=O)c1cccc(NC(=O)C(C)C)c1	-3	-6	-3	7	6.2	0	2	-2
55	O=C(NCCc1ccccc1F)/C(=C/c1cccnc1)NC(=O)c1ccccc1	-4	-5	-3	9	-0.7	0	-3	-8
56	O=C(c1ccc(F)cc1)N1CCN(c2ccc([N+](=O)[O-])cc2-n2cccc2)CC1	3	55*	-11	11	2.5	-1	23	11
57	CC(C)OCCCNc1ncc2c(n1)CC(c1cccs1)CC2=O (centres undefined)	3	4	-8	-2	0.3	-3	14	3
58	CCOc1cc2[nH]c(=S)n(C3CCN(Cc4ccccc4)CC3)c(=O)c2cc1OCC	0	34	-2	-5	4.7	-1	-3	22
59	O=C(NC1CCCC1)c1ccc(Cn2c(=O)[nH]c3ccsc3c2=O)cc1	0	7	-9	-1	0.5	-2	9	6
60	CN(C)C(=O)CSc1ncccc1-c1nc2ccccc2[nH]1	2	0	-7	5	-0.2	-6	17	4

(cont.)
nr	mol	NR3A LBD binder	EBI2 antag	APOBEC3G inh	CXCR6 block	MPTP inh	A3A deaminase	CCR6 antag	Gli-Sufu block
61	CCOc1cc(S(=O)(=O)NC2CC(C)(C)NC(C)(C)C2)ccc1Cl	1	3	-2	2	-0.9	0	7	0
62	O=C(OCC(=O)N1CCN(C(=O)c2ccco2)CC1)c1sc2cc(F)ccc2c1Cl	0	-3	-7	-9	-0.3	-5	15	2
63	Cc1ccc(S(=O)(=O)NCCCN2CCOCC2)cc1C	0	4	-3	-12	0.6	-1	5	0
64	Cc1noc(NC(=O)c2ccc(Cl)cc2)c1Cl	-2	-6	2	-1	-1.9	3	7	-12
65	Cc1ccc(NC(=O)CN(C)C(=O)CSc2ncc(C(F)(F)F)cc2Cl)cc1	-1	0	2	6	13	24	-20	-1
66	COC(=O)c1cn(C(=O)c2ccc(OC)cc2)c2ccccc12	-1	-13	-4	1	0.5	2	16	32
67	Cn1cc(C(=O)N/N=C/C2=C(N3CCOCC3)C(=C\c3ccccc3)/CC2)ccc1=O	-2	16	-8	10	1.6	-9	1	19
68	COc1cc(/C=C/C(=O)O)ccc1OCc1cnc(Cl)s1	-3	9	-3	4	0.0	-1	-5	0
69	CCOC(=O)N1CCN(C2CCCN(C(=O)c3cccc(Cl)c3)C2)CC1 (centres undefined)	2	-14	-5	3	0.2	4	9	2
70	c1ccc(-c2onc(-c3ccco3)c2-c2ccc3[nH]ccc3c2)cc1	1	-53	-10	19	4.5	0	15	9
71	O=C(CSc1nnc2ccccn12)N1CCOCC1	-2	-14	-1	-2	-0.3	2	-6	3
72	O=C(CS(=O)(=O)c1cn(Cc2ccc(F)cc2)c2ccccc12)N1CCOCC1	0	6	-1	1	1.3	1	-7	4
73	Cc1c(S(=O)(=O)NCCc2ccccc2)c(=O)n(C)c(=O)n1C	-1	1	0	6	0.0	2	5	19
74	CN(C)CCCOc1nc2c(c(=O)n(C)c(=O)n2C)n1C	1	3	-1	-11	0.8	-2	-1	-4
75	Cc1ccc(-n2nc(C)c3cc(C(=O)O)sc32)cc1	1	0	-3	-6	-4.4	-2	1	8
76	COCC1CCN(C(=O)c2cc(COc3ccc(OC)c4ccccc34)on2)C1 (centres undefined)	1	-9	-7	-1	0.6	-6	9	0
77	CCc1cccc(CC)c1NC(=O)c1ccccc1CCc1ccccc1	-3	8	-10	3	2.5	3	11	9
78	O=C(c1nn2c(C(F)(F)F)cc(-c3cccs3)nc2c1Br)N1CCCc2ccccc21	0	9	-2	1	-1.1	0	18	11
79	Cc1cc(C(=O)CSc2nnnn2C)c(C)n1CCc1ccc(Cl)cc1	-3	-11	-6	9	0.5	-4	-6	-5
80	COc1ccc2cc3cc(C(=O)Nc4cc(OC)c(OC)c(OC)c4)oc3nc2c1	0	-8	-2	-1	-0.4	-1	-10	11
81	CCN1CCc2c(C#N)c(N3CCOCC3)nc(NCCO)c2C1	-1	-12	2	-4	0.8	6	23	-23
82	COc1cccc(C2/C(=C(\O)c3ccc4c(c3)OCCO4)C(=O)C(=O)N2CCN(C)C)c1 (centres undefined)	1	-5	-4	-5	-1.8	-2	0	-4
83	N=c1sccn1CC(=O)Nc1cc(S(=O)(=O)N2CCCCC2)ccc1Cl	3	3	-2	-2	-0.2	1	16	6
84	O=C(c1cccc(OC2CCN(C3CCCC3)CC2)c1)N1CCCCCCC1	0	8	5	5	1.8	-2	6	19

Compound activity from PubChem.
